# Bioassay records deposited in PubChem BioAssay by National Center for Advancing Translational Sciences (NCATS).
# HTT aggregate: mutant huntingtin aggregation inhibition; PC12 HttQ103-GFP aggregates, Acumen cytometry, 40 h; Potency, µM (doses to about 46.1 µM), for the others: at the highest dose activity change, negative = inhibition, hits mostly inhibitors; hit rate 1.1% among 220,000; also: potency is read from the fitted curve at half-maximal effect; % is scaled to controls: 0 for no effect and ±100 for the full control effect; nearly all actives have a fitted effect of over 60% in size
#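 Ecdysone-promoter PC12 model expressing HTT exon 1 Q103 fused to GFP, induced by tebufenozide at 100 nM final. Compounds titrated; aggregates sized 1–25 µm scored on a 488 nm laser cytometer.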
# IMPase Li cell: IMPase inhibition in cells with lithium potentiation; CHO-M1 cells, IP1 TR-FRET (IP-One), carbachol + lithium; hit rate 0.35% among 210,000; Potency, µM (series often up to 59.4 µM), for inactives: at the highest dose activity, negative = IMPase inhibition, actives largely listed as inhibitors; AID 1457;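 also: IP1 builds up when IMPase is blocked and the TR-FRET signal falls; potency is read from the fitted curve at half-maximal effect; plate controls were basal vehicle for no effect and high inhibitor control for full effect; nearly all actives have a fitted effect of over 50% in size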
#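 CHO-M1, 2000 cells/well, 16–30 h culture; cpd + low Li+, 30 min 37C; lysis with d2-IP1/Eu-anti-IP1 Ab, 10 min RT; TR-FRET 665/620 ratio and 620 channel; AC50 via Hill.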
# HTT cytoprotect: cytoprotection in Huntington HTT-Q103 PC12 cell model | Potency, µM (top dose mostly 56.4 µM), without a hit: cytoprotection (ATP increase), hits mostly activators | PC12 HTT-Q103 induced, cytoprotection, ATP luminescence, 40 h | hit rate 0.14% among 230,000;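 also: potency is read from the fitted curve at half-maximal effect; % of control where 0% means no effect; nearly all actives have a fitted effect of over 45% in size; toxic huntingtin expression switched on by the ecdysone agonist tebufenozide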
#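 PC12 cells stably carrying ecdysone-inducible Htt exon 1 (Q103)–GFP were induced with 100 nM tebufenozide (final) alongside library compounds in a dose series. Cytoprotection was scored as retained ATP by ATPlite luminescence.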
# SMN2 splice up: SMN2 splice variant enhancement; HEK293 SMN2-luciferase splicing reporter, luminescence, 30-36 h; Potency, µM (highest dose often 46.1 µM), for the others: at the highest dose activity change, positive = activation, usual class: activators; hit rate 2.8% among 210,000; also: potency is read from the fitted curve at half-maximal effect; % of control where 0% means no effect; nearly all actives have a fitted effect of over 55% in size
#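 HEK293 cells carry an SMN2 minigene-luciferase reporter in which exon 7 inclusion puts luciferase in frame. Cells were seeded at 2000 cells/well, attached for 10-12 hours, then exposed to compounds for 30-36 hours at 37C before ONE-Glo luminescence.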
# CBFb-RUNX1 inh: blocks binding between human CBF-beta and RUNX1 | AID 1477 | AlphaScreen CBFb-His/RUNX1-biotin binding, biochemical | Potency, µM (doses to about 59.8 µM), inactives show at the top dose activity, negative = inhibition, hits mostly inhibitors | 230,000 tested, under 10 active | Q01196+Q13951; also: % of control where 0% means no effect
# Target sequence (Q01196 whole entry, looked up): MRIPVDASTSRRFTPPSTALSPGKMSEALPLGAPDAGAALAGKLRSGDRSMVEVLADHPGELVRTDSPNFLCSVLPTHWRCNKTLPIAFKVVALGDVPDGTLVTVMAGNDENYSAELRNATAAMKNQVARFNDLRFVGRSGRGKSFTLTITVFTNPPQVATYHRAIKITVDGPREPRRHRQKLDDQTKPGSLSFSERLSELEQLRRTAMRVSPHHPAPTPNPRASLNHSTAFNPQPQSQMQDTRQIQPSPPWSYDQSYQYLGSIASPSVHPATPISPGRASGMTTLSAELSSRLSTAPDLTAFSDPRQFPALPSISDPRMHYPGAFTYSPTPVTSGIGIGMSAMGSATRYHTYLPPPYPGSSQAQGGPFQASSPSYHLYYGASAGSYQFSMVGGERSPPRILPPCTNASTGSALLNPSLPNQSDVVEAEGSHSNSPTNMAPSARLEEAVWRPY
# Target sequence (Q13951 whole entry, looked up): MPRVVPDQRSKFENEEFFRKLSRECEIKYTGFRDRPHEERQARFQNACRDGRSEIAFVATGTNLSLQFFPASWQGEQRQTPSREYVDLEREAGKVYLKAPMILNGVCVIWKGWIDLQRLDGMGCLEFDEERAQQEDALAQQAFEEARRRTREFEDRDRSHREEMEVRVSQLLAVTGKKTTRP
#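 AlphaScreen binding: CBFb-His and RUNX1-biotin (30 nM each) preincubated 20 min, compound added for 15 min, then nickel and streptavidin beads for 90 min, all at room temperature. Disruption of the interaction by any mechanism counts as activity.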
# LMNA splice mod: LMNA splicing modulation; HeLa LMNA splicing GFP/RFP minigene ratio, 48 h; Potency, µM (highest dose often 46.1 µM), inactives show at the top dose ratio change, negative = inhibition, actives largely listed as inhibitors; hit rate 0.01% among 200,000; active = well fitted inhibition curve with a large enough effect in the signal ratio, with a control signal flat, not every such curve was filed as active; inconclusive = small, poorly fitted or top-dose-only effect, or effect the other way, or a change in a side signal; the % refers to the signal ratio; also: potency is read from the fitted curve at half-maximal effect; % is scaled to controls: 0 for no effect and ±100 for the full control effect
#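 S3 HeLa cells stably expressing lamin A-EGFP splicing minigene plus DsRed2, 600 cells/well, 48 h compound exposure at 37C. Laser-scanning cytometry; analysed as GFP (500-530 nm)/RFP (575-640 nm) total intensity ratio; 0.5% DMSO vehicle.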
# Luc counter: blocks Kinase-Glo luciferase, a counter-screen artifact; Potency, µM (top dose mostly 38.3 µM), for the others: at the top dose activity change, negative = inhibition, hits mostly inhibitors; Kinase-Glo luciferase, ATP luminescence, 8 min; hit rate 0.28% among 200,000; also: potency is read from the fitted curve at half-maximal effect; % is scaled to controls: 0 for no effect and ±100 for the full control effect; nearly all actives have a fitted effect of over 60% in size
#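 Recombinant Kinase-Glo luciferase, 10 uM ATP (linear range), luciferin; imidazole pH 7.2 / KCl / MgCl2 / Tween / BSA buffer; 8 min RT; luminescence.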
# Active calls of the source: *; ? = inconclusive; . = no result given; [ ] = dose if it differs, or a comment. Unless noted, calls follow the shape of the dose curve; as a rule, active = well fitted curve in the direction sought with a large enough effect; inconclusive = small, poorly fitted or top-dose-only effect, or another doubt; inactive = no such curve, though single readings can be large; an effect the other way counts as inactive or inconclusive.
smiles | IMPase Li cell | CBFb-RUNX1 inh | Luc counter | SMN2 splice up | LMNA splice mod | HTT cytoprotect | HTT aggregate
CCOC(=O)Cc1nnc(NC(=O)C(CC)Sc2nnc3c4ccccc4n(C)c3n2)s1 (stereo not given) | 12.7%[38.3 µM] | -8.0% | 2.8% | 27.9% | 22.4% | 15.5% | 11.3%
Cc1ccc(Cl)cc1N1CCN(Cc2cc(=O)n3ccsc3n2)CC1 | 5.0% | -1.0% | 1.1% | -12.3% | . | -22.9% | 23.0%
O=C(O)COCC(=O)NC1CCN(Cc2ccccc2)CC1 | . | -0.5% | . | . | . | 7.4%[10 µM] | 11.7%[9.22 µM]
N#Cc1c(/N=C/c2ccco2)sc2c1CCCCC2 | -3.5%[38.3 µM] | -24.1% | ? | -9.5% | -2.1% | -14.4% | -26.7%
COc1cc(C(c2c(C)[nH][nH]c2=O)c2c(C)[nH][nH]c2=O)ccc1OS(=O)(=O)c1ccc(C)cc1 | 21.4%[38.3 µM] | -8.9% | -3.1% | -27.9% | 13.1% | 7.3% | -15.6%
Cc1csc(NC(=O)CCCc2cccs2)n1 | 0.6% | 11.8% | -1.2% | 14.6% | . | -49.9%[inhibitor] | -8.2%
C=CCC(C)(O)c1ccco1 (stereo not given) | 12.8% | 3.3% | 1.2% | 2.1% | . | 8.7% | .
Cc1n[nH]c(C)c1N1C(=O)c2cccc3c(N4CCCCCC4)ccc(c23)C1=O | -5.7%[38.3 µM] | 19.9% | 0.0% | -33.3%[inhibitor] | ? | -11.4% | ?
C=C(C)Cn1c(CCCNC(=O)CC)nc2ccccc21 | -9.6% | -6.0% | 2.2% | -14.7% | -9.9% | -21.4%[10 µM] | 0.3%
Oc1ccccc1-c1nc(NCc2cccnc2)c2ccccc2n1 | . | 2.5% | . | . | . | -12.7%[10 µM] | -8.3%[9.22 µM]
O=C(c1ccco1)N1CCN(C(=O)C2CCN(S(=O)(=O)c3cnc[nH]3)CC2)CC1 | 7.4%[38.3 µM] | -1.1% | 0.1% | 6.3% | -0.5% | -13.9% | -8.4%
C=CCN1C(=O)C(C(C)CC)NC1=S (stereo not given) | -7.2%[38.3 µM] | 4.1% | 9.6% | 2.7% | 18.3% | -6.4% | 4.8%
CCOC(=O)c1ccccc1NC(=O)CSc1nc2ccccc2c(=O)[nH]1 | 9.9% | 9.4% | -0.4% | 17.5% | -27.0%[46 µM] | -15.3%[10 µM] | -5.9%
COCC(C)OC(=O)c1c(N)n(CCCN2CCOCC2)c2nc3ccccc3nc12 (stereo not given) | . | 13.1% | . | . | . | -6.5%[10 µM] | -3.5%[9.22 µM]
O=CNC(n1cnc2c(N3CCOCC3)ncnc21)C(Cl)(Cl)Cl (stereo not given) | . | 2.0% | . | . | . | 2.2%[10 µM] | -8.7%[9.22 µM]
C=CCSc1nnc(-c2ccccc2NC(=O)CC)c(=O)[nH]1 | 17.1%[38.3 µM] | 2.6% | -1.4% | 11.1% | -0.3% | -10.1% | 0.9%

# Next part, overlapping the part above by 2 compounds.
smiles | IMPase Li cell | CBFb-RUNX1 inh | Luc counter | SMN2 splice up | LMNA splice mod | HTT cytoprotect | HTT aggregate
O=CNC(n1cnc2c(N3CCOCC3)ncnc21)C(Cl)(Cl)Cl (stereo not given) | . | 2.0% | . | . | . | 2.2%[10 µM] | -8.7%[9.22 µM]
C=CCSc1nnc(-c2ccccc2NC(=O)CC)c(=O)[nH]1 | 17.1%[38.3 µM] | 2.6% | -1.4% | 11.1% | -0.3% | -10.1% | 0.9%
CCOC(=O)C(=N/O)/C(C)=N/NC(=O)C(=O)Nc1cc(Cl)ccc1Cl | . | -5.0% | . | . | . | -10.8%[10 µM] | -8.1%[9.22 µM]
COc1ccc(-c2noc(CSc3nnc(CCc4ccccc4)n3-c3ccccc3)n2)cc1OC | 44.8%[activator][38.3 µM] | 8.5% | -1.4% | ? | -16.0% | 8.0% | ?
CCC1Sc2ccccc2N(CC(=O)NC2CC2)C1=O (stereo not given) | 2.9% | 6.3% | 0.3% | -10.1% | . | -11.7% | 14.2%
CCC12CN3CC(CC)(CN(C1)C3c1ccccc1Cl)C2O (stereo not given) | -5.0%[38.3 µM] | 10.8% | -4.8% | -3.1% | 11.7% | 16.1% | -7.5%
Cc1ccc(/C(N)=N/OC(=O)N2CCOCC2)cc1 | 1.1%[38.3 µM] | 5.2% | 4.9% | -23.5% | ? | -102.9%[inhibitor] | ?
Cc1cc(-c2ccc(Cl)cc2)n2nc(N)nc2n1 | -14.8%[38.3 µM] | 4.6% | 4.2% | . | -0.4% | -22.4% | 25.8%
COCCn1nnnc1C(CC(C)C)N1CCN(C(=O)c2ccco2)CC1 (stereo not given) | . | 4.8% | . | . | -1.2% | 2.9%[10 µM] | 1.3%
O=C(COc1ccccc1)N1CCc2ccccc21 | 0.1% | 5.9% | -4.0% | 14.1µM* | ? | . | 1.2%
CCOC(=O)c1nc(Nc2ccc(C(C)=O)cc2)c2ccccc2n1 | -3.7% | 4.5% | . | -3.0% | . | 7.6%[10 µM] | -11.9%[9.22 µM]
O=C(NC1CC1)C1CCN(C2CCN(C(=O)/C=C/c3cccs3)CC2)CC1 | 4.9% | -1.2% | 2.9% | . | ? | -5.9%[10 µM] | -12.5%[9.22 µM]
COC(=O)C(C)N(C#N)c1nc(C)nc(C)n1 (stereo not given) | 18.0%[38.3 µM] | 2.0% | 0.0% | ? | -0.5% | ? | -18.6%
COc1ccccc1NC(CC(=O)c1ccccc1)C(=O)OCC(=O)c1ccc(C)cc1 (stereo not given) | 4.9% | -13.9% | -2.4% | 8.91µM* | -12.6% | -5.2%[10 µM] | 30.2%
Cn1c(CO)cnc1SCC(=O)c1ccc(Cl)cc1 | -3.6% | -1.3% | 2.6% | -26.8% | ? | 1.7%[10 µM] | -0.3%
O=C(CSc1nnc(SCc2ccc(Cl)cc2)s1)N/N=C/c1ccc(C(=O)O)cc1 | . | -3.9% | . | . | . | 12.9%[10 µM] | -6.8%[9.22 µM]
CCOC(=O)c1sc(NC(=O)c2ccc(Br)o2)cc1C | 26.6%[38.3 µM] | 5.2% | ? | 11.2µM* | -9.5% | -33.3% | 2.0%
Cc1cccc(COCC(Cc2ccccc2)N2CCN(C(=O)c3cccc(C)c3)CCC2=O)c1 (stereo not given) | 8.5% | 6.2% | -1.3% | -22.8% | ? | . | 28.2%
COc1ccc(/C(N)=N/O)cc1O | 3.9% | -7.9% | 3.0% | 4.0% | -5.5% | ? | 14.0%
CCOC(=O)Cc1cc(=O)n2[nH]c(C)cc2n1 | 2.7%[38.3 µM] | 7.1% | 0.9% | 30.8% | -4.9% | 11.9% | -3.3%
CCOC(=O)N1CCN(C(=O)C(=O)NNC(=O)COc2ccc(Cl)cc2)CC1 | -3.7% | -3.5% | 1.5% | -9.7% | -8.7% | 22.3%[10 µM] | -19.8%
O=C(COC(=O)C12CC3CC(CC(C3)C1)C2)Nc1ccc(OC(F)F)cc1 | 30.4%[activator][38.3 µM] | 18.7% | -4.7% | 16.1% | 4.3% | 6.4% | 3.2%
S=C(NC1CCCC1)N1CCOCC1 | 2.4% | 11.0% | 0.9% | 3.4% | . | . | 16.5%
COC(=O)c1c(NC(=O)c2cccs2)sc2c1CCCC2 | -11.2%[38.3 µM] | 4.0% | -1.3% | 17.1% | 15.2% | -9.0% | -2.7%
CCCC(c1nnnn1Cc1ccc(OC)cc1)N1CCN(c2ccccc2)CC1 (stereo not given) | 37.6%[activator][38.3 µM] | -3.7% | 0.3% | -19.7% | -10.1% | 1.4% | -13.4%
Cc1ccc(-c2nn(-c3ccccn3)c(=O)c3ccccc23)cc1C | . | 4.2% | . | . | . | -7.5%[10 µM] | -3.4%[9.22 µM]
COc1ccc(Cc2n[nH]c(=S)n2NC(=O)Nc2ccc(C)cc2)cc1 | -4.8% | 10.1% | 3.8% | ? | 21.5%[46 µM] | 21.6% | -3.0%
O=C(Cn1ncc2c1-c1ccccc1OC2)N1CCN(c2ccccn2)CC1 | 4.2% | 6.3% | 3.6% | -8.1% | ? | -9.4% | -8.0%
Oc1ccccc1-c1nc(NCc2ccco2)c2ccccc2n1 | 33.0%[38.3 µM] | 2.5% | 3.8% | 5.1% | -4.6% | -21.7% | -18.7%
CCOc1cc(NC(=O)CCl)c(OCC)cc1NC(=O)CCl | . | 1.4% | . | . | . | -20.1%[10 µM] | 23.9%[9.22 µM]
CC1(C)CC(=O)C(C(c2ccccc2F)C2C(=O)CC(C)(C)CC2=O)C(=O)C1 | -17.8%[38.3 µM] | -1.7% | -1.5% | -0.7% | 11.0% | 0.6% | -12.0%
CC(=O)c1ccc(N2CCN(C(=O)Nc3ccc(F)cc3)CC2)cc1 | 16.3% | 10.8% | -4.0% | -28.7% | ? | -32.5%[inhibitor] | -2.9%
COc1ccccc1-c1cc(C(=O)N2CCCCC2)no1 | 4.6%[38.3 µM] | 0.7% | -3.1% | 14.1µM* | -1.9% | -27.2% | -1.2%
COc1cccc(-c2onc3ccc(C4(C)OCCO4)cc23)c1 | 12.7% | 11.6% | -0.4% | -31.1%[inhibitor] | 19.9%[46 µM] | -4.8%[10 µM] | -20.0%
CCOC(=O)/C(=N/Nc1ccc(Cl)cc1)Sc1nnnn1-c1ccc(C)cc1 | 0.6% | -4.2% | 0.0% | ? | ? | 4.7%[10 µM] | 2.51µM*
Oc1ccccc1/C=C/c1noc(-c2ccccc2O)n1 | -2.0% | 1.5% | -3.3% | ? | ? | -32.8%[inhibitor] | 11.7%
Cc1sc2nc(C3CC3)nc(NCCNS(C)(=O)=O)c2c1C | 7.0%[38.3 µM] | -1.5% | 13.2% | -0.2% | ? | -18.1%[10 µM] | -13.6%
Cc1ccccc1NC1=C(Cl)C(=O)OC1NC(=O)c1ccccc1 (stereo not given) | 9.2%[38.3 µM] | 4.7% | -0.5% | -6.4% | ? | -8.3% | -24.8%
COC(=O)C(/C=N/OCc1ccc([N+](=O)[O-])cc1)NC(=O)c1ccccc1 (stereo not given) | 19.6%[38.3 µM] | 0.1% | -4.8% | 5.5% | -0.6% | 1.3% | 12.5%
CCS(=O)(=O)NCCNc1ccc([N+](=O)[O-])cc1 | 9.5% | 4.1% | -2.2% | -6.6% | 6.9%[46 µM] | 3.9%[10 µM] | -10.9%
CC(=O)CCc1ccc(OCCCCn2cncn2)cc1 | 3.0% | 17.4% | 0.9% | -0.5% | -12.1% | -14.5%[10 µM] | 9.8%
